BaF3 parental – parental Ba/F3 cell viability inhibition, counter-screen for JAK2V617F inhibitor project, murine pro-B, CellTiter-Glo luminescence. CellTiter-Glo ATP luminescence. inhibition, % at 5.6 µM. 220,000 compounds, 1.1% hits. AID 1486, 2009;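 active means inhibition above a per-campaign cutoff, the mean inhibition of all tested compounds plus 3 SD, cut at about 27% in these data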;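 further: 0% = DMSO wells and 100% = JAK Inhibitor I control wells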
PERK inhibitor – block of dimerizer-induced PERK translation repression, primary screen, PERK inhibitor project, CHO PERK-DD cells, SEAP luminescence, HTS | CHO PERK-DD fusion, SEAP luminescence translation reporter | inhibition, % at 5.6 µM | 220,000 compounds, 0.17% hits | AID 1416, 2008;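 active means inhibition above the mean inhibition of all tested compounds plus 3 SD, set separately per screening campaign, cut at about 2.9% in these data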;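 further: PERK kinase domain activated by AP20187 dimerizer at 100 nM; 0% = DMSO with dimerizer and 100% = rapamycin at 8.4 µM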
Target sequence (Q9NZJ5 whole entry, looked up, the tested form may be a part): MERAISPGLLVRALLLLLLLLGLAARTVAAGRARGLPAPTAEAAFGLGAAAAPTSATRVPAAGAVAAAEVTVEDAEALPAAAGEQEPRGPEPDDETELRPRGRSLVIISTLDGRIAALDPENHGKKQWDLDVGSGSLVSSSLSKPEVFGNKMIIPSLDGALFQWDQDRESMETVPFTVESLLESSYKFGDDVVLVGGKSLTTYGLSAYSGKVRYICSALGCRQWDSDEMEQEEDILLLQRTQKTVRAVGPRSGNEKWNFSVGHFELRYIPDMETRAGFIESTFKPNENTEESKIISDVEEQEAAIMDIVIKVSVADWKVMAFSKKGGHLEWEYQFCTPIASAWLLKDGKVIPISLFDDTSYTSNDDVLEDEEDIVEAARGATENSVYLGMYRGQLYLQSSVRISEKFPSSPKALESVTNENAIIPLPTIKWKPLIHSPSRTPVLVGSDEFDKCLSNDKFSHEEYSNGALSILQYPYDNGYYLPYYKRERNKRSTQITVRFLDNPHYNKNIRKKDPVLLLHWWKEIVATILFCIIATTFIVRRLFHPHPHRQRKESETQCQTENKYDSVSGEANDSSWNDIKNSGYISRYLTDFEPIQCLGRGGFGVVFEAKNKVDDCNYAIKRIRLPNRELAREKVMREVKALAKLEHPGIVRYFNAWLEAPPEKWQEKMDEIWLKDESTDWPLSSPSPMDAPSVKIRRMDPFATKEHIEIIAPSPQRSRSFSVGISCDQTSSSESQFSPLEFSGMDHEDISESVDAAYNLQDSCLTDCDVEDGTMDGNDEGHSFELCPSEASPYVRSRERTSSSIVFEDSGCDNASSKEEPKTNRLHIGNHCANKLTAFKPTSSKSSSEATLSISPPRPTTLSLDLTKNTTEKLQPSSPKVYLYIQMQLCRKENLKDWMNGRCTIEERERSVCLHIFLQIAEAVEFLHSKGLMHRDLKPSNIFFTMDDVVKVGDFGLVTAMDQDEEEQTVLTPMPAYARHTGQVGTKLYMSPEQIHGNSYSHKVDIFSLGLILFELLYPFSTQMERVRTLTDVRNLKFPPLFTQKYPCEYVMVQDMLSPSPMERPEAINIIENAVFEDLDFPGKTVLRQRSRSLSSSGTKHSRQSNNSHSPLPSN
Ba/F3 V617F tox – reduced viability of JAK2V617F-dependent Ba/F3 cells, primary screen, JAK2V617F inhibitor project, cell-based, Ba/F3 EpoR-JAK2V617F, luminescence; ATP luminescence; inhibition, % at 5.6 µM; 220,000 compounds, 1.1% hits; AID 1446, 2008;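 active means inhibition above the campaign mean plus 3 SD over all tested compounds, cut at about 24% in these data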;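 further: cytokine-independent growth of Ba/F3 cells driven by EpoR plus mutant JAK2; 0% = DMSO-treated cells and 100% = JAK inhibitor I control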
S1P4 agonist – S1P4 receptor agonists, primary screen, cell-based | activation, % at 4.98 µM | S1P4-expressing cell line, agonist reporter assay | AID 1509, 2009 | 220,000 compounds, 0.35% hits; in the data active means activation above about 11%;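 further: 0% = DMSO vehicle and 100% = reference agonist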
eIF4E 4G PPI – eIF4E–eIF4G protein interaction inhibitors, primary screen, biochemical, uHTS, TR-FRET, eIF4GI fragment | TR-FRET eIF4E-eIF4GI(517-606) binding, 2 h | inhibition, % at 21.7 µM | Eukaryotic translation initiation factor 4E (Mus musculus) + Eukaryotic translation … | 220,000 compounds, 0.37% hits;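 active means inhibition above about 30%, limit read from the data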;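 further: 0% = full FRET control wells and 100% = background wells lacking eIF4GI fragment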
S1P4 antag – S1P4 receptor antagonists, primary screen, cell-based; Sphingosine 1-phosphate receptor 4 (Homo sapiens), O95977; S1P4-expressing cells, antagonist mode, reporter read-out; inhibition, % at 4.98 µM; 220,000 compounds, 0.26% hits; AID 1510, 2009; in the data active means inhibition above about 29%;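 further: 0% = wells stimulated with agonist and 100% = vehicle wells without agonist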
NPY2 pot ag – NPY-Y2 potentiators or agonists, primary screen, cell-based; Neuropeptide Y receptor type 2 (Homo sapiens), P49146; cells expressing NPY-Y2, potentiator/agonist read-out; activation, % at 3.6 µM; 220,000 compounds, 0.45% hits; AID 1359, 2008; in the data active means activation above about 27%;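 further: cells stimulated with NPY near EC25 plus isoproterenol at EC100; 0% = vehicle plus submaximal agonist and 100% = vehicle plus saturating agonist; some results beyond the cut were filed as inactive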
Wee1 stabilizer – Wee1 degradation inhibitors, primary screen, cell-based, HeLa, Wee1K328M-luciferase, luminescence. Wee1-like protein kinase (Homo sapiens), P30291. HeLa Luc-Wee1K328M stability; 100% = proteasome inhibitor MG132 effect. reporter increase, % at 5 µM. 220,000 compounds, 1.2% hits;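 active means activation above the mean of all tested compounds plus 3 SD, set per screening run, cut at about 8.8% in these data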;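 further: cells exposed to compound for 20 h before luminescence read; 0% = DMSO alone and 100% = MG132 at 30 µM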
Mdm2 ligase inh – MDM2-luciferase reporter signal enhancers, primary screen, MDM2 E3 ligase inhibitor project, cell-based, luminescence, 1536-well. E3 ubiquitin-protein ligase Mdm2 (Homo sapiens), Q00987. signal enhancement, % at 5 µM. 210,000 compounds, 0.11% hits. cell-based MDM2 ubiquitination luciferase reporter, 2 h; 0 = plate control, 100 = twice control, blank-subtracted;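 active means signal enhancement of 30% or more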;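 further: luminescence tracks abundance of the self-degrading MDM2-luciferase fusion protein; higher signal means inhibition of MDM2 E3 ligase activity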
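Buffer or medium: Cells held in DMEM | Assay system: Stable mammalian line carrying autodegrading MDM2–luciferase fusion reporter | Quantity: 2000 cells/well | Times: 4 h settle plus 2 h compound, 37 °C | Doses: One concentration, 5 µM, with 0.2% DMSO | Technique: Luminescence with SteadyLite reagent, 15 min at room temperature | Benchmarks: Plate controls and plate blanks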
The depositor's hits bear a star; . = not tested or not shown; [ ] = dose if it differs, or a comment.

SMILES	BaF3 parental	PERK inhibitor	Ba/F3 V617F tox	S1P4 agonist	eIF4E 4G PPI	S1P4 antag	NPY2 pot ag	Wee1 stabilizer	Mdm2 ligase inh
CCn1c(-c2ccccc2)csc1=Nc1ccc(S(=O)(=O)O)cc1	5.3	1.5	-0.3	0.3	2.9	-8.7	1.2	-0.5	-21.2
O=c1cc(O)nc(SCc2ccc(Cl)cc2)[nH]1	7.0	-0.2	-2.7	1.2	-10.3[fluorescence artefact?]	-4.6	14.8	-0.2	.
CCOc1ccc(NC(C)c2cc(Cl)ccc2O)cc1 (centres undefined)	5.3	0.7	4.1	-1.7	-0.5	-1.3	9.3	2.1	-5.2
COc1cc(C(=O)NCc2nnc(SCC(=O)NCc3ccccc3)o2)cc(OC)c1OC	2.0	2.2	-1.4	-0.6	-3.7	-1.3	-6.9	-2.8	-7.6
O=C(Nc1nccs1)c1ccc(-c2ccc([N+](=O)[O-])cc2)o1	2.4	0.8	4.0	0.8	11.8	-27.6	13.8	0.5	-18.8
CCCOc1cc(C)c(S(=O)(=O)N2CCOCC2)cc1C	3.4	0.5	-0.9	0.5	-0.5[fluorescence artefact?]	-0.6	3.4	0.1	-0.8
Cc1cccc(C)c1NC(=O)Nc1ccc2c(c1)OCO2	4.9	1.7	1.3	-0.7	-1.6	-0.7	-1.9	-4.1	6.7
Cc1ccc(C(=O)CC2SC(N)=NC2=O)cc1 (centres undefined)	0.9	-0.9	6.1	-2.1	1.7	-4.9	0.3	0.5	-12.3
C=C(C)C1Cc2c(C)nn(-c3cccc4ccccc34)c2C1 (centres undefined)	0.6	0.5	-4.0	4.9	7.5	-14.6	8.8	-0.9	-6.5
Cc1c(NC(=O)C(C)OC(=O)c2cc3c4ccccc4n(C)c3s2)c(=O)n(-c2ccccc2)n1C (centres undefined)	0.7	-1.0	-0.1	0.2	-8.7[fluorescence artefact?]	2.8	9.8	0.1	1.4
COc1ccc(-c2nc3c(-c4ccc(Cl)cc4)cnn3cc2C)cc1F	-4.5	0.4	-0.8	-0.3	3.5	15.4	14.1	1.4	-8.7
OC(CN1C2=NCCCN2c2ccccc21)c1ccc(Br)cc1 (centres undefined)	6.8	-1.3	-0.1	1.5	3.8[fluorescence artefact?]	-6.8	-27.3	0.2	-1.8
CCOC(=O)Cc1ncccc1C(=O)Nc1ccc(Oc2ccccc2)cc1	3.0	0.1	-0.7	0.3	0.8	-0.9	10.9	3.7	-2.2
COc1cccc(NC(=O)Cn2nnc(-c3ccccc3N)n2)c1	7.1	0.8	-1.1	-0.8	-0.4[fluorescence artefact?]	-10.9	-1.8	0.1	-15.4
CS(=O)(=O)CC(=O)Nc1ccc2nc3n(c(=O)c2c1)CCCCC3	-3.9	1.9	0.0	0.2	4.3	-4.2	1.8	1.5	-5.8
CCCOC(=O)c1ccc(NC(=O)c2ccoc2C)cc1	2.5	-0.3	-1.0	1.3	4.7	-18.4	0.5	0.4	-29.1
Cc1ccc(C(=O)N2C(=O)C(c3ccccc3)Oc3ccccc32)cc1 (centres undefined)	-0.3	0.0	-4.4	2.1	3.2	-38.6	26.9	-0.3	-0.6
NC(=O)CSc1nnc(-c2ccccn2)n1N	-5.2	0.4	0.5	0.5	-0.2	-3.8	-16.4	-1.6	-11.8
Cc1cc(C(=O)N=Nc2c(O)n(C(C)C)c3ccccc23)n[nH]1	2.1	-1.0	3.1	-1.1	1.0[fluorescence artefact?]	-25.9	6.0	-1.1	-4.1
Cc1c(NC(=O)COC(=O)C(c2ccc(Cl)cc2)C(C)C)c(=O)n(-c2ccccc2)n1C (centres undefined)	96.9*	-1.9	-1.9	-1.4	6.2	2.6	0.6	3.2	-19.5
COc1ccc(-c2nnc3sc(COc4ccccc4)nn23)cc1	1.1	-0.1	-4.3	-0.1	6.2	-19.9	-17.4	-0.2	-5.0
Clc1cccc(Oc2cnns2)c1Cl	3.7	-0.1	4.6	-0.1	0.3	3.3	-3.6	-0.2	-8.8
NNC(=S)NC1CCCCCCCCCCC1	-1.0	-0.6	-4.1	0.2	-3.3	13.2	14.9	-0.5	-11.3
COCCn1nnnc1SCC(=O)Nc1ccc2c(c1)OCO2	-3.4	1.1	-4.0	0.3	-2.3	-11.5	0.8	-2.9	-12.4
CC(C)OCCCNC(=O)c1cccc(NC(=O)c2ccccc2)c1	2.9	1.2	-1.2	-0.5	0.5[fluorescence artefact?]	-3.7	1.8	-1.0	-0.5

Part of the list above with just PERK inhibitor, S1P4 antag and Ba/F3 V617F tox:
structure	PERK inhibitor	S1P4 antag	Ba/F3 V617F tox
Cc1c(NC(=O)C(C)OC(=O)c2cc3c4ccccc4n(C)c3s2)c(=O)n(-c2ccccc2)n1C (centres undefined)	-1.0	2.8	-0.1
Cc1cc(C(=O)N=Nc2c(O)n(C(C)C)c3ccccc23)n[nH]1	-1.0	-25.9	3.1
Cc1ccc(C(=O)N2C(=O)C(c3ccccc3)Oc3ccccc32)cc1 (centres undefined)	0.0	-38.6	-4.4

The results go on:
SMILES	BaF3 parental	PERK inhibitor	Ba/F3 V617F tox	S1P4 agonist	eIF4E 4G PPI	S1P4 antag	NPY2 pot ag	Wee1 stabilizer	Mdm2 ligase inh
O=c1[nH]ncc(N/N=C\c2ccncc2)c1Cl	7.1	0.8	3.1	0.4	-1.2	-0.4	-4.1	0.7	-15.2
Cc1ccc(NC(=O)CSc2nnc(CCCCCNC(=O)OC(C)(C)C)o2)c(C)c1	2.9	-0.3	-1.6	1.0	1.8	-0.8	6.2	3.5	-4.4
Cc1ccc2c(c1)C1(OCCO1)C(=O)N2	6.4	-0.4	-0.4	1.8	-1.5	-6.5	7.3	2.0	-11.6
CC(C)C(=O)Nc1cccc(NC(=S)NC(=O)C(c2ccccc2)c2ccccc2)c1	5.9	-0.3	4.3	-0.2	-3.7	8.2	0.1	1.4	0.8
O=C(O)c1cccc(S(=O)(=O)N2CCSCC2)c1	4.5	1.9	-2.7	-1.8	-2.6[fluorescence artefact?]	3.6	10.7	-1.3	-18.4
COc1cc(C(=O)Nc2ccc(S(=O)(=O)Nc3ncccn3)cc2)c([N+](=O)[O-])cc1OC	3.7	-0.6	-1.0	1.9	2.1	-6.9	4.6	1.4	-0.6
O=S(=O)(O)c1ccc(N=Nc2ccccc2)cc1	1.7	1.9	-0.7	0.5	5.6	-3.5	-12.4	-1.8	-3.9
Cc1csc(NC(=O)CCCSc2nc3ccccc3s2)n1	1.2	-0.5	0.5	2.5	1.4	-14.6	-8.8	-0.8	-16.9
O=C(NCC1COc2ccccc2O1)c1ccccc1 (centres undefined)	5.9	1.2	-0.1	-0.9	0.0[fluorescence artefact?]	-2.8	5.4	4.6	-4.8
CCOC(=O)c1ccc(-n2c(C)nc3c(cnn3-c3ccccc3C)c2=O)cc1	1.0	0.3	-2.9	-0.2	1.4[fluorescence artefact?]	-5.7	7.8	-0.3	-3.5
Cc1nn2c(C)nc3sc4c(c3c2nc1=O)CC(C)(C)OC4	5.7	0.7	-2.5	-0.4	5.3[fluorescence artefact?]	-3.2	-3.4	4.0	-8.4
COc1cccc(/C=N/NC(=O)COc2cccc3cccnc23)c1O	6.6	1.9	1.2	-0.3	-1.9	-13.4	4.2	-2.0	4.0
CCN(C(=O)COC(=O)c1ccc(N2C(=O)c3ccccc3C2=O)cc1)C1CCS(=O)(=O)C1 (centres undefined)	6.5	0.4	0.0	1.1	0.8	-6.3	-7.9	2.3	-19.2
CC(C(=O)O)n1c(C(F)(F)F)nc2ccccc21 (centres undefined)	5.9	1.0	-1.7	1.1	3.1[fluorescence artefact?]	-4.2	-11.0	-2.0	-7.4
COc1ccc2c(c1OC)C(=O)N1c3ccccc3N=C(c3ccc([N+](=O)[O-])cc3)CC21 (centres undefined)	6.1	-0.6	-1.9	-0.5	-3.5	-8.2	-4.6	-1.2	-9.4
Nc1ccc2nc3c(=O)n(C4CCCCC4)c(=O)[nH]c3nc2c1	-4.6	0.9	-3.1	-1.9	5.8	26.4	-11.9	0.8	.
COc1ccc(C)cc1S(=O)(=O)N(C)CC(=O)N1CCN(C)CC1	3.1	0.8	-0.6	2.6	0.2	2.2	7.9	-0.3	-18.5
CCOP(=O)(OCC)C(C#N)=C1SCN(c2ccc(Cl)cc2)CS1	-0.7	0.8	-2.5	0.4	9.5[fluorescence artefact?]	-10.5	5.7	-0.9	-6.6
C[n+]1cc(-c2ccccc2)n2c1CCCCC2	64.2*	1.9	64.8*	1.5	-15.2[fluorescence artefact?]	-4.9	3.3	-0.2	-8.8
COCCNC(=O)c1c(N)n(/N=C/c2ccc(F)cc2)c2nc3ccccc3nc12	3.3	1.6	-5.7	1.3	3.3	14.7	13.7	-1.1	-13.6
Cn1c(-c2ccccc2)c[n+]2c1-c1ccccc1C2	63.2*	0.7	85.0*	1.1	-3.9	-18.4	5.5	0.7	-12.7
CC1(C)OC(=O)C(=CNCC(O)c2ccccc2)C(=O)O1 (centres undefined)	4.8	0.0	-1.6	-0.3	6.4	-0.3	-3.0	-0.8	-2.3
COc1ccc(C)cc1N/C(N)=N/c1nc(C)cc(C)n1	-0.9	-0.3	1.8	0.3	-1.2	-8.6	-8.0	-0.9	-5.8
CO[C@H]1C=CO[C@@]2(C)Oc3c(C)c(O)c4c(O)c(c(C=NN5CCN(C6CCCC6)CC5)c(O)c4c3C2=O)NC(=O)C(C)=CC=C[C@H](C)[C@H](O)[C@@H](C)[C@@H](O)[C@@H](C)[C@H](OC(C)=O)[C@@H]1C	-8.2	-0.1	0.9	1.4	-4.3	9.2	11.1	-2.3	.
O=C(/C=C/c1ccc(Br)cc1)c1ccc(NC(=O)c2ccco2)cc1	5.0	-0.4	1.6	1.5	0.7	-17.1	-1.7	-1.8	-3.4
Cc1cc(C)n2nc(C(=O)OCC(=O)N(CC(C)C)CC(C)C)nc2n1	4.1	-0.3	0.7	-1.2	5.1	-4.4	-2.4	4.8	-8.4
COc1ccc(CNC(=O)c2cccc(N(C)C)c2)cc1	3.1	0.3	1.5	1.0	-1.2	-10.8	-14.0	1.4	2.8
Clc1ccc(/C=N/N2CCN(Cc3ccccc3Cl)CC2)cc1	6.7	-0.1	3.4	2.0	0.7	-6.8	-6.7	-1.3	-13.2
COc1ccc(Cc2[nH]n3c(=O)cc(C)nc3c2-c2ccccc2)cc1	4.8	0.1	-2.0	1.0	-1.5	-10.3	2.7	2.7	-12.0
O=C(NC1CCCCC1)C(c1ccccc1)N(C(=O)Cc1ccsc1)c1ccccc1 (centres undefined)	4.5	0.4	-0.9	-0.1	-14.2	-14.6	-12.7	-0.1	-25.7
